From PubChem BioAssay
BioA inh: BioA (M. tuberculosis) enzyme inhibition | inhibition, % at 9.99 µM | purified M. tuberculosis BioA enzyme, plate reader | AID 602481 | hit rate 0.096% among 360,000; in the data active = inhibition above about 40%
* marks the source's active call; other numbers are inactive results.

canonical_smiles	BioA inh
CNC[C@H]1OCCCC[C@H](C)Oc2ccc(NS(=O)(=O)c3ccc(C)cc3)cc2C(=O)N([C@@H](C)CO)C[C@H]1C	-1.8
CCNC(=O)C[C@@H]1CC[C@H]2[C@@H](COc3ccc(NS(C)(=O)=O)cc3C(=O)N2C)O1	1.2
C/C=C/c1cnc2c(c1)C(=O)N([C@@H](C)CO)C[C@@H](C)[C@H](CN(C)C(=O)Nc1cccc(OC)c1)O2	0.0
C[C@@H]1CN([C@@H](C)CO)C(=O)c2cc(NC(=O)CCC(F)(F)F)ccc2O[C@@H](C)CCCCO[C@@H]1CN(C)Cc1ccc(C(F)(F)F)cc1	-1.3
C[C@H](CO)N1C[C@H](C)[C@H](CN(C)CC2CCCCC2)Oc2c(NC(=O)C3CCCCC3)cccc2C1=O	-0.3
CCC(=O)N1C[C@@H](C)[C@H](OC)CN(C)C(=O)c2cc(NC(=O)Nc3ccc(Cl)cc3)ccc2OC[C@@H]1C	2.1
C[C@@H]1CN([C@H](C)CO)C(=O)c2cccc(NC(=O)c3nc4ccccc4s3)c2O[C@H]1CN(C)C(=O)Nc1ccc(F)cc1	7.9
C[C@@H]1CN([C@H](C)CO)S(=O)(=O)c2ccc(C#Cc3ccc(F)cc3)cc2O[C@@H]1CN(C)C(=O)c1ccccn1	-0.2
CC(C)NC(=O)N(C)C[C@H]1OCCCC[C@@H](C)Oc2ccc(NC(=O)Cc3ccccc3)cc2C(=O)N([C@@H](C)CO)C[C@H]1C	1.6
C[C@H](CO)N1C[C@H](C)[C@H](CN(C)Cc2ccc(-c3ccccc3)cc2)Oc2c(NS(C)(=O)=O)cccc2C1=O	4.5
C[C@H](O)C#Cc1ccc2c(c1)O[C@H](CN(C)Cc1ccncc1)[C@H](C)CN([C@@H](C)CO)S2(=O)=O	0.0
CN(C)CC#Cc1ccc([C@@H]2[C@@H](CO)N3CCCCN(C(=O)NC4CCCC4)C[C@@H]23)cc1	5.4
C/C=C/c1ccc([C@H]2[C@@H](CO)N(Cc3ccccn3)[C@H]2CNC(=O)CC)cc1	1.3
CC(C)NC(=O)N(C)C[C@@H]1Oc2ccc(NS(C)(=O)=O)cc2C(=O)N([C@H](C)CO)C[C@@H]1C	-0.1
Cc1noc(C)c1NC(=O)N(C)C[C@@H]1Oc2ccc(NC(=O)CCN3CCOCC3)cc2CC(=O)N([C@@H](C)CO)C[C@H]1C	-3.7

The last 2 compounds of the part above lead into the next.
canonical_smiles	BioA inh
CC(C)NC(=O)N(C)C[C@@H]1Oc2ccc(NS(C)(=O)=O)cc2C(=O)N([C@H](C)CO)C[C@@H]1C	-0.1
Cc1noc(C)c1NC(=O)N(C)C[C@@H]1Oc2ccc(NC(=O)CCN3CCOCC3)cc2CC(=O)N([C@@H](C)CO)C[C@H]1C	-3.7
O=C(N[C@H]1CC[C@H](CCNS(=O)(=O)c2ccc(F)cc2)O[C@@H]1CO)C1CCC1	-1.1
C[C@@H]1CN([C@@H](C)CO)C(=O)Cc2cc(NC(=O)Cc3ccccc3)ccc2O[C@@H]1CN(C)Cc1ccc(Oc2ccccc2)cc1	-1.6
C[C@@H]1CCCCO[C@@H](CN(C)S(=O)(=O)c2cccs2)[C@@H](C)CN([C@H](C)CO)C(=O)c2cc(NS(C)(=O)=O)ccc2O1	0.3
C[C@H](CO)N1C[C@H](C)[C@H](CN(C)C(=O)CN(C)C)Oc2cc(C#Cc3ccc(F)cc3)ccc2S1(=O)=O	3.0
C[C@H]1CN([C@@H](C)CO)C(=O)c2cc(-c3ccccc3)cnc2O[C@H]1CN(C)C(=O)C1CCCCC1	0.5
C[C@@H]1CN([C@H](C)CO)C(=O)c2cc(NS(=O)(=O)c3ccc(F)cc3)ccc2O[C@@H]1CN(C)Cc1ccc2c(c1)OCO2	-0.1
CC(=O)N1CC[C@@H]2[C@@H](CO)N(C)c3ccc(-c4ccccc4)cc3[C@@H]21	42*
C[C@H](CO)N1C[C@H](C)[C@@H](CN(C)Cc2ccc(-c3ccccc3)cc2)Oc2ccc(NS(=O)(=O)c3cccs3)cc2C1=O	-6.0
CCCNC(=O)C[C@@H]1CC[C@H]2[C@@H](COc3ccc(NC(=O)CCC)cc3C(=O)N2C)O1	1.2
CC(C)NC(=O)N(C)C[C@H]1Oc2ccc(NC(=O)CCCN(C)C)cc2C(=O)N([C@H](C)CO)C[C@H]1C	-3.2
C[C@@H]1CN([C@@H](C)CO)C(=O)c2cc(NC(=O)Cc3cn(C)c4ccccc34)ccc2O[C@H]1CN(C)Cc1ccc(C(=O)O)cc1	3.6
CN(C)CC(=O)N[C@H]1C=C[C@@H](CC(=O)NCCN2CCCCC2)O[C@@H]1CO	-2.9
Cc1ccc(S(=O)(=O)Nc2ccc3c(c2)CC(=O)N([C@H](C)CO)C[C@@H](C)[C@@H](CN(C)C(=O)Nc2ccccc2)O3)cc1	0.1
CC(C)NC(=O)N(C)C[C@@H]1Oc2ncc(C#CC3CC3)cc2C(=O)N([C@@H](C)CO)C[C@@H]1C	-0.6
N#C[C@H]1[C@H](c2ccc(C#Cc3ccc(F)cc3)cc2)[C@H](CO)N1C(=O)C1CC1	-0.7
COCc1cn(CC[C@@H]2CC[C@@H](NC(=O)c3ccncc3)[C@@H](CO)O2)nn1	-4.3
CN1C(=O)c2cc(NC(=O)c3ccccc3Cl)ccc2OC[C@H]2O[C@@H](CC(=O)O)CC[C@@H]21	-2.2
O=C(Cc1ccccn1)NCC[C@@H]1CC[C@@H](NC(=O)Nc2ccc(Cl)cc2)[C@H](CO)O1	-1.2
Cc1noc(C)c1S(=O)(=O)Nc1cccc2c1O[C@H](CN(C)Cc1ccc(C(=O)O)cc1)[C@H](C)CN([C@@H](C)CO)C2=O	-3.1
Cn1cnc(S(=O)(=O)N2CCCCN3[C@H](CO)[C@H](c4ccc(-c5ccc(F)cc5)cc4)[C@H]3C2)c1	0.0
C/C=C/c1ccc([C@H]2[C@@H](CN(C)S(C)(=O)=O)N(C(=O)CC)[C@H]2CO)cc1	-3.5
C[C@@H]1CCCCO[C@@H](CN(C)C(=O)Nc2ccc3c(c2)OCO3)[C@@H](C)CN([C@H](C)CO)C(=O)c2cc(NC(=O)c3ccncc3)ccc2O1	-3.2
COc1cccc(NC(=O)N(C)C[C@@H]2Oc3cc(C#Cc4ccc(F)cc4)ccc3S(=O)(=O)N([C@@H](C)CO)C[C@H]2C)c1	-7.2
O=C(C[C@H]1C=C[C@@H](NC(=O)c2ccncc2)[C@H](CO)O1)NCC1CCCCC1	-2.8
O=C(CN1CCOCC1)N[C@@H]1CC[C@H](CCn2cc(C3CCCCC3)nn2)O[C@@H]1CO	0.5
C[C@H](NC(=O)C[C@H]1C=C[C@@H](NC(=O)Nc2ccc3c(c2)OCO3)[C@H](CO)O1)c1ccccc1	-1.2
Cc1ccc(S(=O)(=O)N(C)C[C@@H]2OCCCC[C@@H](C)Oc3ccc(NC(=O)Nc4ccc5c(c4)OCO5)cc3C(=O)N([C@@H](C)CO)C[C@H]2C)cc1	23
CO[C@H]1CN(C)C(=O)c2cc(NC(=O)Nc3c(C)noc3C)ccc2OC[C@@H](C)N(C)C[C@H]1C	-3.5
CCC(=O)Nc1ccc2c(c1)C(=O)N(C)[C@@H]1CC[C@H](CC(=O)NCc3ccc(OC)cc3)O[C@@H]1CO2	-1.0
CCC(=O)N(C)C[C@H]1Oc2ncc(/C=C/c3ccccc3)cc2C(=O)N([C@H](C)CO)C[C@@H]1C	-2.5
O=C(CC1CC1)Nc1ccc2c(c1)[C@H]1C[C@H](CC(=O)N3CCOCC3)O[C@@H](CO)[C@H]1O2	1.4
O=C(Nc1ccc(F)cc1)N[C@H]1CC[C@@H](CCNS(=O)(=O)c2ccccc2F)O[C@@H]1CO	-0.6
N#C[C@H]1[C@@H](c2ccc(C3=CCCC3)cc2)[C@@H](CO)N1C(=O)NC1CCCC1	3.9
Cc1ccccc1-c1cnc2c(c1)C(=O)N([C@H](C)CO)C[C@H](C)[C@@H](CN(C)Cc1ccncc1)O2	-1.5
C/C=C/c1ccc([C@@H]2[C@@H](CN(C)C(C)=O)N(C(=O)C3CC3)[C@H]2CO)cc1	-4.9
CC(C)NC(=O)N(C)C[C@@H]1Oc2ccc(NC(=O)CCN3CCOCC3)cc2CC(=O)N([C@H](C)CO)C[C@H]1C	-1.4
CO[C@H]1CN(C)C(=O)c2ccc(NS(C)(=O)=O)cc2OC[C@H](C)N(Cc2cccnc2)C[C@H]1C	1.0
COc1ccc(S(=O)(=O)Nc2ccc3c(c2)C(=O)N([C@H](C)CO)C[C@@H](C)[C@H](CN(C)Cc2ccc(C(=O)Nc4ccccc4N)cc2)O3)cc1	1.1
COc1ccc(-c2ccc([C@@H]3[C@H](CO)N4CCCCN(S(=O)(=O)c5cccs5)C[C@@H]34)cc2)cc1	0.5
C[C@@H](NC(=O)C[C@H]1C[C@H]2c3cc(NC(=O)CN(C)C)ccc3O[C@H]2[C@@H](CO)O1)c1ccccc1	-1.5
CNC(=O)C[C@@H]1CC[C@@H]2[C@H](COC[C@@H](O)CN2C(=O)Nc2cccc(OC)c2)O1	15
CO[C@@H]1CN(C)C(=O)c2cc(NC(=O)C3CC3)ccc2OC[C@@H](C)N(C(=O)c2ccncc2)C[C@H]1C	1.2
CC(C)COC(=O)N(C)C[C@H]1OCc2ccccc2-c2ccccc2C(=O)N([C@@H](C)CO)C[C@H]1C	2.5
Cc1ccc(S(=O)(=O)N(C)C[C@H]2Oc3c(NC(=O)c4nc5ccccc5s4)cccc3C(=O)N([C@@H](C)CO)C[C@@H]2C)cc1	-0.3
CC(C)(C)[S@](=O)N1Cc2cc(C(=O)NCc3ccccn3)nc(-c3cccc(-c4ccccc4F)c3)c2[C@@H]1CCO	0.3
CN1CCN(C(=O)C[C@@H]2CC[C@@H](NC(=O)c3ccc4c(c3)OCO4)[C@H](CO)O2)CC1	0.1
COc1ccccc1-c1ccc2c(c1)[C@H]1[C@H](CCN1S(=O)(=O)c1cn(C)cn1)[C@@H](CO)N2	0.0
CNC[C@H]1Oc2c(NC(=O)Nc3ccc(F)cc3)cccc2C(=O)N([C@@H](C)CO)C[C@H]1C	-2.1
COc1ccc(S(=O)(=O)Nc2ccc3c(c2)C(=O)N([C@H](C)CO)C[C@H](C)[C@@H](CN(C)Cc2ccncc2)O3)cc1	-3.9
CCC(=O)N(C)C[C@H]1Oc2ncc(C#Cc3ccc(OC)cc3)cc2C(=O)N([C@@H](C)CO)C[C@@H]1C	-4.0
COc1ccc(OC(=O)N(C)C[C@H]2OCc3ccccc3-c3ccccc3C(=O)N([C@H](C)CO)C[C@H]2C)cc1	-0.3
CC(C)NC(=O)N(C)C[C@@H]1OCCCC[C@@H](C)Oc2ccc(NC(=O)Nc3ccc(C(F)(F)F)cc3)cc2C(=O)N([C@@H](C)CO)C[C@@H]1C	-1.5
C[C@@H](NC(=O)C[C@H]1C[C@H]2c3cc(NC(=O)c4cccnc4)ccc3O[C@H]2[C@H](CO)O1)c1ccccc1	1.5
O=C(N[C@H]1CC[C@H](CC(=O)N2CCOCC2)O[C@H]1CO)c1ccccn1	-0.3
C[C@@H]1CN([C@H](C)CO)S(=O)(=O)c2ccc(Br)cc2O[C@@H]1CN(C)Cc1ccncc1	2.9
Cc1ccc(S(=O)(=O)Nc2ccc3c(c2)CC(=O)N([C@H](C)CO)C[C@@H](C)[C@H](CN(C)C(=O)Nc2cccc4ccccc24)O3)cc1	-2.5
CO[C@H]1CN(C)C(=O)c2cc(NC(=O)NC(C)C)ccc2OC[C@H](C)N(C)C[C@@H]1C	-2.1
O=C(C[C@@H]1CC[C@@H]2[C@H](COC[C@H](O)CN2S(=O)(=O)c2cccc(Cl)c2)O1)NC1CCCC1	0.7
O=C(N[C@H]1CC[C@@H](CCn2cc(-c3ccc(F)cc3)nn2)O[C@@H]1CO)c1cnccn1	-0.5
CO[C@@H](CN(C)Cc1nccs1)[C@@H](C)CN([C@H](C)CO)S(=O)(=O)c1ccc(C)cc1	0.0

Exported field by field: entries from further up.
CO[C@H]1CN(C)C(=O)c2cc(NC(=O)NC(C)C)ccc2OC[C@H](C)N(C)C[C@@H]1C
  BioA inh: -2.1
O=C(C[C@@H]1CC[C@@H]2[C@H](COC[C@H](O)CN2S(=O)(=O)c2cccc(Cl)c2)O1)NC1CCCC1
  BioA inh: 0.7
O=C(N[C@H]1CC[C@@H](CCn2cc(-c3ccc(F)cc3)nn2)O[C@@H]1CO)c1cnccn1
  BioA inh: -0.5
CO[C@@H](CN(C)Cc1nccs1)[C@@H](C)CN([C@H](C)CO)S(=O)(=O)c1ccc(C)cc1
  BioA inh: 0.0

Next section.
canonical_smiles	BioA inh
C[C@H]1CN([C@@H](C)CO)C(=O)c2cc(C3=CCCCC3)cnc2O[C@H]1CN(C)C(=O)C1CCOCC1	-2.5
O=C(Nc1ccc2c(c1)[C@H]1C[C@H](CC(=O)N3CCCCC3)O[C@@H](CO)[C@H]1O2)NC1CCCC1	-1.7
COCC(=O)N(C)C[C@@H]1Oc2ncc(-c3ccc(C)cc3)cc2C(=O)N([C@@H](C)CO)C[C@@H]1C	1.1
C[C@@H]1CN([C@H](C)CO)C(=O)c2cc(NS(=O)(=O)c3ccc(F)cc3)ccc2O[C@H]1CN(C)S(=O)(=O)c1ccc(Cl)cc1	-0.3
C[C@@H]1CN([C@@H](C)CO)C(=O)c2cc(C#CC3CCCCC3)cnc2O[C@H]1CN(C)Cc1cncnc1	2.1
C[C@@H]1CN([C@@H](C)CO)C(=O)c2cc(NS(=O)(=O)c3cn(C)cn3)ccc2O[C@@H]1CN(C)Cc1ccc(Oc2ccccc2)cc1	2.3
O=C(C[C@H]1CC[C@@H]2[C@H](COC[C@H](O)CN2C(=O)c2cnccn2)O1)N1CCN(c2ccccc2)CC1	-1.1

This is a subset; the hit share may differ from the screen's.
